FBW7 activator: activators of human E3 ligase FBW7 | Q969H0 | actives 0.13% (n = 650,000) | AlphaScreen FBW7–phospho-cyclin E peptide binding, activator screen | normalized activity (activation), % at 26.1 µM; in the data active = normalized activity above about 1.9%;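 note: purified mutant Fbw7 with reduced substrate affinity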
MITF inh: blocks human microphthalmia-associated transcription factor; inhibition, % at 2.6 µM; actives 0.91% (n = 650,000); AlphaScreen MITF homodimerization, bead proximity signal; O75030; in the data active = inhibition above about 50%;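 note: 0% = vehicle wells with protein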
Target sequence (O75030 whole entry, looked up): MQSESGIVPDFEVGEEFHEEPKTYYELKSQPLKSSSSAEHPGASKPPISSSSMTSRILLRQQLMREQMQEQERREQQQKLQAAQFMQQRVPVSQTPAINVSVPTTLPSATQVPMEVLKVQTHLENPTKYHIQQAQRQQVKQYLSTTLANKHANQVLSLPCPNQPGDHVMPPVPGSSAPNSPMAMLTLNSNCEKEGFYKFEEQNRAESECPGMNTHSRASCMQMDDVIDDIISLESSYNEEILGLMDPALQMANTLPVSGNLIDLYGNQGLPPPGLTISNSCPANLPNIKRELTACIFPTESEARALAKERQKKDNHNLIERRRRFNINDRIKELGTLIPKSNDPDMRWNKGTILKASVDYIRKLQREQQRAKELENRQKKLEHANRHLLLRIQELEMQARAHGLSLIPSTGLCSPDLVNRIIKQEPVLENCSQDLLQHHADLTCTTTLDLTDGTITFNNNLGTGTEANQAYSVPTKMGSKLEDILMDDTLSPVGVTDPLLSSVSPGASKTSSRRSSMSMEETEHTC
TEAD-YAP inh: TEAD-YAP interaction inhibition | AID 1259422 | inhibition, % at 9.12 µM | HEK-TIYL cells, TEAD-Gal4/YAP UAS-luciferase luminescence | actives 1.4% (n = 640,000); in the data active = inhibition above about 32%;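 note: 0% = median of test compound wells and 100% = reference inhibitor wells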
GPR151 activ: activators of human GPR151; Q8TDV0; activation, % at 11.2 µM; actives 1% (n = 650,000); PathHunter beta-arrestin GPR151 cells, luminescence; AID 1508602; in the data active = activation above about 4.9%;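 note: 0% = median of compound wells and 100% = cells with positive control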
Target sequence (Q8TDV0 whole entry, looked up): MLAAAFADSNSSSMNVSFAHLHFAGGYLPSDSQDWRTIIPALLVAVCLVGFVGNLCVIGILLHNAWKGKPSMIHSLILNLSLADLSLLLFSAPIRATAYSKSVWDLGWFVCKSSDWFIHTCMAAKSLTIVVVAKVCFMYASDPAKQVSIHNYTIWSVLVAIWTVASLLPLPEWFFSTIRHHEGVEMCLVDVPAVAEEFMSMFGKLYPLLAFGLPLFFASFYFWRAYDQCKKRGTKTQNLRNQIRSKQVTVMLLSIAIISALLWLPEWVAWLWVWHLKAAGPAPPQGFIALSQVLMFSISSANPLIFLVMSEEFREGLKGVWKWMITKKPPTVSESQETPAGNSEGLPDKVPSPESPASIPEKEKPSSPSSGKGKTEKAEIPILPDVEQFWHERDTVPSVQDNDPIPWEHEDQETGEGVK
* marks the source's active call; other numbers are inactive results. Hits appear at their usual frequency. Share with any hit: about 3.5%.

SMILES	FBW7 activator	MITF inh	TEAD-YAP inh	GPR151 activ
COc1ccc(C(=O)CSc2nnc(C(C)NC(=O)c3ccccc3F)n2C)cc1 (centres undefined)	0.1	16	16	-0.4
Cc1[nH]nc(SCC(=O)Nc2cccc(O)c2)c1[N+](=O)[O-]	0.0	16	3	-0.5
COc1ccc(C2=NN(c3nc(-c4ccc(S(=O)(=O)N5CCOCC5)cc4)cs3)C(c3ccco3)C2)cc1 (centres undefined)	0.1	-1	-12	-1.1
CCOc1ccc(NS(=O)(=O)c2ccc(N=Cc3c(O)[nH]c(=S)[nH]c3=O)cc2)cc1	-0.1	3	3	0.1
CC(=O)c1cccc(-c2nc(NCCN3CCOCC3)c3ncn(-c4ccccc4)c3n2)c1	0.1	14	66*	1.0
CCOC(=O)C1=C(C)NC(=O)NC1c1ccc(OCC)c(OCC)c1 (centres undefined)	-0.1	1	-20	0.0
CCN(CC)S(=O)(=O)c1ccc(N/N=C/c2ccc(C)s2)c([N+](=O)[O-])c1	0.4	26	-6	-1.6
O=C(NCc1ccccc1)c1cccc(Nc2nccc3ccccc23)c1	0.2	-4	12	-1.6
O=C(c1ccccc1Br)N1CCN(c2ccccn2)CC1	0.0	-1	-5	2.1
COc1ccc(-n2c(CNC(=O)COc3ccccc3)n[nH]c2=S)cc1	-0.1	-14	-16	0.4

Reformatted with each value named: entries from further up.
COc1ccc(C2=NN(c3nc(-c4ccc(S(=O)(=O)N5CCOCC5)cc4)cs3)C(c3ccco3)C2)cc1 (centres undefined)
  FBW7 activator = 0.1 | MITF inh = -1 | TEAD-YAP inh = -12 | GPR151 activ = -1.1
CC(=O)c1cccc(-c2nc(NCCN3CCOCC3)c3ncn(-c4ccccc4)c3n2)c1
  FBW7 activator = 0.1 | MITF inh = 14 | TEAD-YAP inh = 66* | GPR151 activ = 1.0
COc1ccc(C(=O)CSc2nnc(C(C)NC(=O)c3ccccc3F)n2C)cc1 (centres undefined)
  FBW7 activator = 0.1 | MITF inh = 16 | TEAD-YAP inh = 16 | GPR151 activ = -0.4
Cc1[nH]nc(SCC(=O)Nc2cccc(O)c2)c1[N+](=O)[O-]
  FBW7 activator = 0.0 | MITF inh = 16 | TEAD-YAP inh = 3 | GPR151 activ = -0.5

(listing goes on)
SMILES	FBW7 activator	MITF inh	TEAD-YAP inh	GPR151 activ
COc1ccc(CN(C2CCCC2)S(=O)(=O)c2ccc(-n3cnnn3)cc2)cc1OC	0.2	-1	-4	-0.2
Nc1nnc(SCC(=O)N2CCN(S(=O)(=O)c3ccccc3)C2)s1	0.0	21	1	0.8
O=C(OCN1C(=O)c2ccccc2C1=O)c1cc(Cl)ccc1Cl	0.3	2	5	0.2
Cc1ccc(CNC(=O)CSc2nnc(N)s2)cc1	0.3	22	-6	-0.9
Nc1nonc1-c1noc(C23CC4CC(CC(C4)C2)C3)n1	0.0	5	-5	1.4
Cc1cc(CN(C)C(=O)CC2C(=O)NCCN2Cc2c(F)cccc2Cl)on1 (centres undefined)	0.2	6	-4	-0.3
O=C(CC1CCCC1)OCC(=O)c1ccc(Cl)cc1	0.1	-6	-1	2.5
O=C(N/N=C/c1ccc(OC(F)F)cc1)C1CC1	0.4	13	-3	-0.7
COc1cccc(C2CC(c3cccs3)=NN2C(=O)CSc2nnc(CNC(=O)c3ccccc3)n2Cc2ccccc2)c1OC (centres undefined)	-0.1	6	8	-0.2
Cc1cc(NS(=O)(=O)c2ccc(Nc3nc(-c4sc(N)nc4C)cs3)cc2)no1	-0.3	2	8	-0.3
O=C(Nc1ccc2c(c1)-c1cc(NC(=O)c3cccc(C(F)(F)F)c3)ccc1S2(=O)=O)c1cccc(C(F)(F)F)c1	-0.1	8	1	-0.7
CCc1cc2c(=O)n(-c3ccccc3)c(SCC(=O)c3ccc(Br)cc3)nc2s1	-0.1	-4	7	-0.8
Cc1cc2ccccc2n2c(=O)n(CC(=O)N3CCC(C(N)=O)CC3)nc12	0.0	0	-3	-0.2
COc1ccc(C(=O)N2CCN=C2SCc2cccnc2)cc1	-0.1	-9	-9	0.2
COc1ccc(N2C(=O)NC(=O)/C(=C\c3ccc(-c4ccccc4C(=O)O)o3)C2=O)cc1	0.0	21	8	-0.8
CCOc1ccc(N2CC(=O)NC2=O)cc1	-0.1	3	10	-1.1
COc1cc(/C=C2/NC(=O)NC2=O)ccc1OCc1ccc(Br)cc1	0.1	10	-7	-0.7
COc1ccccc1NS(=O)(=O)c1ccc(NC(=O)COc2ccc(Cl)cc2)cc1	0.1	0	12	0.5
Cc1cc(C)c2oc(-c3ccc(C)c(NC(=O)/C=C/c4ccco4)c3)nc2c1	0.0	6	8	-0.7
Cn1c(C(=O)NCc2ccco2)cc2c(=O)n3ccccc3nc21	0.0	8	-26	-0.3
CCN(CCCN1C(=O)C2C(C(=O)Nc3cc(Cl)cc(Cl)c3)C3C=CC2(O3)C1C(=O)NC1CCCCC1)Cc1ccccc1 (centres undefined)	-0.1	-8	-3	1.6
Fc1ccc(-c2csc(N3CCN(C(=S)NCCCN4CCOCC4)CC3)n2)cc1	0.5	22	3	-1.3
O=C(COc1ccc(Cl)cc1)NCC(c1ccco1)N1CCc2ccccc2C1 (centres undefined)	-0.1	4	3	0.8
CCN(CC(=O)Nc1cccc([N+](=O)[O-])c1)S(=O)(=O)c1ccccc1	-0.1	-12	-2	1.9
COc1ccc(-c2nc3n(n2)C(c2cccc(OC)c2)C(C(N)=O)=C(C)N3)cc1 (centres undefined)	-0.1	1	-5	0.8
CCOc1ccccc1N(C)S(=O)(=O)c1ccc2[nH]c(=O)ccc2c1	-0.1	-7	-4	1.3
CC(C)(C)NC(=O)Cn1c2ccccc2n2c(=S)[nH]nc12	0.8	11	8	0.3
CCc1ccccc1NC(=O)CCC(=O)OCC(=O)c1ccc(F)cc1	0.0	-4	-4	1.8
Cc1cc(NCCCN2CCCC2=O)nc(Nc2ccc(C(F)(F)F)cc2)n1	0.0	6	1	0.6
CCCCCNC(=O)c1cccnc1SCC(=O)Nc1ccccc1C(F)(F)F	0.1	3	1	-0.8
O=C1c2cccc3cccc(c23)C(=O)N1CCN1CCOCC1	0.6	21	-10	-0.7
Cc1c(C(=O)NCCOC23CC4CC(CC(C4)C2)C3)sc2nc3n(c(=O)c12)CCCC3	0.1	2	-13	1.1
Cc1cccc(S(=O)(=O)NC(CCC(=O)O)C(=O)O)c1 (centres undefined)	0.0	-9	-4	0.1
Cc1ccc(-n2nc3c(c2NC(=O)c2ccccc2I)CSC3)c(C)c1	-0.1	5	6	-0.2
O=C(CNC(=O)c1ccco1)OCC(=O)c1ccc2ccccc2c1	0.0	0	9	-0.7
C=CCONC(=O)Cn1c(=O)sc2ccccc21	0.7	-9	9	0.2
Cc1cnc(-c2csc3ccccc23)nc1Nc1ccc(N2CCOCC2)cc1	0.8	14	-14	5.0*
O=C(CN1CCN(Cc2ccccc2Cl)C1=O)N1CCOCC1	-0.3	-12	-6	-1.2
COCC(=O)N1CCc2ccc(NC(=O)c3ccccc3Cl)cc2C1	-0.1	-7	-4	2.6
COc1ccc(-c2nc(C)c(CCNC(=O)C(C)(C)C)s2)cc1	0.0	5	-37	-1.2
CCN(CC)C(=O)CSc1nc(C(C)(C)C)nc2ccccc12	0.1	29	1	-0.9
Cc1cc(C(=O)OCC(=O)NCCCN2CCCC2=O)c2ccccc2n1	-0.1	-10	-6	0.1
COc1cccc(C2=Nn3c(nnc3-c3cccc(F)c3)SC2)c1	0.5	-6	0	0.5
Cc1occc1C(=O)Nc1ccccc1C(N)=O	0.4	13	4	-1.4
CC(=O)c1ccccc1OCC(O)CN1CCN(Cc2ccc3c(c2)OCO3)CC1 (centres undefined)	0.2	-9	7	1.2
O=C(NC1CCCCCCC1)c1c[nH]c2ccc(S(=O)(=O)N3CCOCC3)cc2c1=O	0.0	1	-5	1.7
Clc1ccccc1-c1noc(Cc2ccccc2)n1	0.4	5	-57	0.5
O=C(NCC(O)C(=O)N1CCOCC1)c1ccc(Nc2ccc3[nH]ncc3c2)nc1 (centres undefined)	-0.1	-6	1	2.5
COc1ccc(CCNC(=O)CSc2ccc(C(=O)Nc3ccc(Cl)cc3F)cc2[N+](=O)[O-])cc1OC	0.1	0	-6	0.1
CCc1ccccc1N(CC(=O)Nc1cccc([N+](=O)[O-])c1C)S(C)(=O)=O	-0.1	6	0	-1.2

Next structures follow:
SMILES	FBW7 activator	MITF inh	TEAD-YAP inh	GPR151 activ
c1cc2cc(-c3cnc4ccc(NCc5ccc6c(c5)OCO6)nn34)ccc2[nH]1	0.2	-19	-5	-1.3
CN(CCOc1ccc(Br)cc1)Cc1nnc(-c2ccc(F)cc2)o1	0.1	16	-7	-0.7
O=C1c2cccc3cccc(c23)C(=O)N1CC(=O)N1CCCc2ccccc21	0.2	5	1	-0.4
O=C(Nc1ccc(NC(=O)c2cc3ccccc3o2)cc1)c1ccc(Br)cc1	0.1	13	7	1.9
OCCN1CCN(c2cc(-c3ccc(Cl)cc3)ncn2)CC1	-0.2	2	-1	-0.4
CCc1ccc(OCC(=O)N2CCN(c3ccccc3OC)CC2)cc1	-0.1	-21	10	-0.3
CCc1ccc(CN2CCc3nnc(C(C)NC(=O)COc4ccccc4)n3CC2)o1 (centres undefined)	0.1	-7	-9	-0.2
O=[N+]([O-])c1ccc(-c2nc(N3CCCC3)c3ccccc3n2)cc1	0.1	18	-2	-1.2
CN1CCC2(CC1)NC(=O)N(CC(=O)N1CCc3ccccc31)C2=O	0.3	15	6	1.3
CCC(=O)N1CCN(c2ccccc2F)CC1	0.1	13	-2	-0.6
CCc1c(C)nc(SCC(=O)NCc2ccccc2Cl)[nH]c1=O	0.1	9	8	0.6
O=C(CSc1nc2ccsc2c(=O)n1Cc1ccc(C(=O)O)cc1)Nc1nccs1	-0.2	-15	-4	0.2
CCOc1ccc(NC(=O)N(CCC(C)C)C2CCN(C(C)=O)CC2)cc1	-0.1	-7	-5	-0.7
COc1ccccc1NCC(=O)N/N=C/c1ccc(Cl)cc1	-0.1	3	3	0.2
OCCNc1nc(Nc2ccccc2)nc2c1ncn2C1CCCCC1	-0.1	-5	6	-1.4
COc1ccc(OC(=O)c2cccc(S(=O)(=O)N3CCCC3)c2)cc1	-0.2	19	5	0.8
COc1cc(CO)ccc1OCC(=O)NC(C)(C)C	0.0	-3	-7	2.5
COC(=O)c1ccc(C(=O)OC)c(NC(=O)CCC(=O)O)c1	0.1	14	4	0.6
CCOC(=O)C1=C(N)N(c2ccc(C)cc2)C2=C(C(=O)CC(C)(C)C2)C1c1ccc(CC)cc1 (centres undefined)	-0.1	1	-10	0.7
COc1ccc(C(=O)CSc2nc(SC)ns2)cc1OC	0.1	13	-13	0.8
Cc1ccc[n+](C2=C(O)c3ccccc3C(=O)C2=O)c1	-0.6	9	-8	-4.1
O=C(Nc1ccc(Cl)c(Cl)c1)c1ccc([N+](=O)[O-])o1	0.0	12	27	0.5
CCOC(=O)C(=O)Nc1ccc2nc3n(c(=O)c2c1)CCCCC3	0.3	-22	2	5.4*
O=C(c1ccc([N+](=O)[O-])o1)n1nnc2ccccc21	0.0	6	6	-0.3
CCOc1ccc(C2NC(=O)C(O)=C2C(C)=O)cc1 (centres undefined)	0.0	24	16	0.1
CCc1cc2c(=O)n(NC(=S)NC3CC4CCC3C4)cnc2s1 (centres undefined)	0.0	-3	-1	-2.8
CN1CCN(c2cc(-c3cccnc3)nc(-c3ccncc3)n2)CC1	-0.2	7	11	-0.6
Cc1cc(NC(=O)CCN2CCCC2)ccc1Br	0.3	14	2	0.4
O=C(c1ccc(Sc2ccc(F)cc2)c([N+](=O)[O-])c1)N1CCC2(CC1)OCCO2	-0.3	2	-2	-0.7
Cn1c(=O)c2c(nc(N3CCN(Cc4ccccc4)CC3)n2Cc2ccc(Cl)c(Cl)c2)n(C)c1=O	-0.4	-33	-3	-0.4
CCc1cnc2c(c1OC)c(=O)n(CC(=O)N(CC)CC)c(=O)n2C	0.0	0	1	0.0
O=c1c2cccnc2[nH]c(=S)n1Cc1ccccn1	0.0	9	-4	-0.1
COc1ccc(CN2C(=O)NC(=O)/C(=C\c3cnc(-c4ccccc4)nc3)C2=O)cc1	-0.8	14	2	1.4
Nc1cc(=O)[nH]c(SCC(=O)Nc2ccc3c(c2)CCC3)n1	0.6	-2	-10	-1.3
CN(C)c1ccc(-c2nc3cc(NC(=O)c4ccc(Br)o4)ccc3o2)cc1	-0.3	-4	-3	0.1
Cc1ccc(Nc2cc(C)nc3nncn23)c(C)c1	-0.1	1	10	-1.8
Cn1ccnc1SCC(=O)N1c2ccccc2Sc2ccccc21	0.2	12	-1	1.2
COc1cccc(-n2c(N)c(C(N)=O)sc2=S)c1	0.0	-15	-10	-1.9
O=C(N1CCN(c2ccccc2)CC1)C(Cl)(Cl)Cl	0.1	-4	4	0.1
O=c1oc2cc(OCc3cccc(Cl)c3)c(Cl)cc2c2c1CCCC2	-0.1	-54	-1	-1.2
COc1ccc(C(=O)/C=C/Nc2ccccn2)c(OC)c1	-0.2	0	-39	1.2
COC(=O)c1ccc(NC(=O)COC(=O)c2ccc(Cl)c(N)c2)cc1	0.2	11	10	-0.1

Screens as filed in PubChem.
